D3 ag – activates the human D3 dopamine receptor; max activation, %; P35462; AID 652048; D3R DiscoveRx beta-arrestin cells, luminescence, 90 min; hit rate 0.58% among 410,000; in the data active means max activation above about 30%; further: 0% is about no effect; mostly tested at two doses, the higher about 12 µM
Target sequence (P35462 whole entry, looked up): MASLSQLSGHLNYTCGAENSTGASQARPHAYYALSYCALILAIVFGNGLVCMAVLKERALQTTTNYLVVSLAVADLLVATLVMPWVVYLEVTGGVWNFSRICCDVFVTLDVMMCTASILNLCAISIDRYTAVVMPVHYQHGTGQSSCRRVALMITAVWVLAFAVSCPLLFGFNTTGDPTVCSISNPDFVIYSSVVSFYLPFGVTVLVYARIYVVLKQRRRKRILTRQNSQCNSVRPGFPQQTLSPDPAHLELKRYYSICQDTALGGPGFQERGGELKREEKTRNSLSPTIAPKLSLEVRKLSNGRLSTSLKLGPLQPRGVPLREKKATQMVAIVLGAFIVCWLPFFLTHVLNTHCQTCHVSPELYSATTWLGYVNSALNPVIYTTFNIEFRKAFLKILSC
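Agonist mode: compounds and dopamine controls were applied to plated cells for 90 min at 37 degrees C after an overnight attachment at 1500 cells/well. Luminescent read-out followed 30 - 60 minutes at room temperature with DiscoveRx detection reagent.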
DRD3 antagonist – D3 dopamine receptor (human) antagonism; max response, negative = inhibition, %; D3R cells, DiscoveRx beta-arrestin luminescence, antagonist mode; hits give low values; hit rate 2.5% among 360,000; in the data active means max response below about -50%; inconclusive means no clear call, values can overlap the other calls; further: on the % scale 0 is the no-effect control and ±100 the full control effect; mostly tested at two doses, the higher about 12 µM
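Cells expressing the human receptor were seeded at 1500 cells/well, incubated overnight at 37 degrees C in 5% CO2, then exposed to library compounds with dopamine controls for 90 minutes at 37 degrees C before luminescent detection.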
HEK293 tox – cytotoxic in the GLP-1 receptor inverse agonist counter-screen | HEK293 cAMP-luciferase reporter cells, luminescence, 24 h | Potency, µM (titrated, usually from 38.3 µM), without a hit: at the highest dose activity change, negative = inhibition, actives largely listed as inhibitors | hit rate 0.13% among 410,000;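 further: loss of luciferase light is scored as toxicity; potency means the concentration at half of the fitted maximal effect; on the % scale 0 is the no-effect control and ±100 the full control effect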
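1536-well qHTS counterscreen of the MLSMR; 200 cells/uL, 12 h pre-incubation, 23 nL cpd, 24 h at 37 deg C 5% CO2, luciferase detection reagent, 12 min RT, luminescence. Inhibition = undesired.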
PTHR1 ag – PTHR1 (human) receptor agonism | HEK293 GP2 PTHR1 cells, GloSensor cAMP luminescence, 1 h | Q03431 | hit rate 0.075% among 410,000 | Potency, µM (series often up to 115 µM), for inactives: at the top dose activation, actives largely listed as activators; further: potency means the concentration at half of the fitted maximal effect; nearly all actives have a fitted effect of over 55% in size; some results filed as inactive show a strong effect at the top dose; inactives centre near -15; many of its hits are not listed in these tables
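HEK-293-derived GP2 cells expressing PTHR1 and a GloSensor cAMP reporter, 3,000/well, plated overnight, given luciferin plus IBMX (each 0.5 mM as added) for 1 h at 37 °C, then compound for 1 h at 37 °C. Luminescence was read after 15 min at room temperature.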
GLP1R inv ag – inverse agonists of human GLP-1 receptor. P43220. HEK293 GLP-1R CRE-luciferase, luminescence, 24 h; GLP-1R form is constitutively active. Potency, µM (series often up to 38.3 µM), inactives show at the highest dose activity change, negative = inhibition, actives largely listed as inhibitors. hit rate 1.6% among 410,000. AID 624417; further: potency means the concentration at half of the fitted maximal effect; on the % scale 0 is the no-effect control and ±100 the full control effect; nearly all actives have a fitted effect of over 55% in size
Target sequence (P43220 whole entry, looked up): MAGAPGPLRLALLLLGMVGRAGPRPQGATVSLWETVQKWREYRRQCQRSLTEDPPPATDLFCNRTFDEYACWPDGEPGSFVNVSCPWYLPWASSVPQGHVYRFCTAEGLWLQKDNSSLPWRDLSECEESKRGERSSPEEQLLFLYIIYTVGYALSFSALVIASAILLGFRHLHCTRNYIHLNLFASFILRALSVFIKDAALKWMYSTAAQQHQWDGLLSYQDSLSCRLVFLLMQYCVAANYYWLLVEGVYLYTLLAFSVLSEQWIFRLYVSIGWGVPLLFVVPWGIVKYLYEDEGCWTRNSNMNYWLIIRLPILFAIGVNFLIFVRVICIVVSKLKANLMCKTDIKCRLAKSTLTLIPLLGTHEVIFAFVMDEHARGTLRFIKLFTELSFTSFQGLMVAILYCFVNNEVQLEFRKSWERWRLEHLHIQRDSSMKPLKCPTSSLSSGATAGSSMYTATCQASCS
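GLP-1R inverse agonism mode: basal reporter luminescence in engineered HEK293 cells measured after one day of compound exposure at 37 deg C, with a 12 min room-temperature detection step.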
KB-V1 cytotox – kills drug-selected multidrug resistant KB-V1 cells; Potency, µM (top dose mostly 46.1 µM), inactives show at the top dose activity change, negative = cytotoxicity, actives largely listed as cytotoxic; KB-V1 MDR cells viability, CellTiter-Glo, 72 h; AID 1347076; hit rate 3.4% among 400,000; further: potency means the concentration at half of the fitted maximal effect; on the % scale 0 is the no-effect control and ±100 the full control effect; nearly all actives have a fitted effect of over 60% in size
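In this primary screen, KB-V1 cells overexpressing P-gp are incubated with library compounds (lowest to highest concentration) for 72 h at 37 degrees C before a luminescent ATP viability read.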
TDP43 rescue – rescues yeast growth from TDP-43 toxicity; TDP-43 expressing yeast growth rescue, BacTiter-Glo, 24 h; Potency, µM (titrated, usually from 46.1 µM), inactives show at the top dose growth rescue (activation), hits mostly activators; hit rate 1.8% among 410,000; further: potency means the concentration at half of the fitted maximal effect; % of control where 0% means no effect; nearly all actives have a fitted effect of over 50% in size
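Yeast expressing TDP-43 (pregrown in raffinose, seeded at OD600=0.02 in galactose medium) exposed to compounds 24 hr at 30 deg C. Growth read by BacTiter-Glo luminescence; rescue of toxicity appears as increased signal.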
aSyn yeast inh – rescues yeast growth from alpha-synuclein toxicity | Yeast expressing alpha-synuclein, growth rescue, BacTiter-Glo, 24 h | Potency, µM (top dose mostly 46.1 µM), for inactives: at the highest dose growth rescue (activation), most hits filed as activators | hit rate 0.14% among 370,000 | AID 652106; further: potency means the concentration at half of the fitted maximal effect; % of control where 0% means no effect; nearly all actives have a fitted effect of over 65% in size
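Screening used galactose-induced yeast with toxic alpha-synuclein levels, exposed to compound for 24 hr at 30 deg C. Cell growth, read with BacTiter-Glo luminescence, gave the measured signal.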
GLP1R ag – GLP-1 receptor (human) agonism; HEK293 GLP-1R CRE-luciferase, luminescence, 4-6 h; cells express a hypersensitive GLP-1R form; Potency, µM (titrated, usually from 45.6 µM), without a hit: at the highest dose activation, actives largely listed as activators; hit rate 0.007% among 380,000; AID 624172; further: potency means the concentration at half of the fitted maximal effect; % of control where 0% means no effect
An asterisk follows results filed as active; i = inactive; ? = inconclusive; / = no result given; & = joins results of further samples; [ ] = dose if it differs, or a comment. Unless noted, the call rests on the fitted dose curve; in most records, active means well fitted curve in the direction sought with a large enough effect; inconclusive means small, poorly fitted or top-dose-only effect, or another doubt; inactive means no such curve, though single readings can be large; an effect the other way counts as inactive or inconclusive. These rows are one share of the data; the hit share may differ from the screen's.

SMILES	D3 ag	DRD3 antagonist	HEK293 tox	PTHR1 ag	GLP1R inv ag	KB-V1 cytotox	TDP43 rescue	aSyn yeast inh	GLP1R ag
COc1cc(CCN(C(=O)c2cc3ccccc3[nH]2)C(C)c2nc3ccccc3[nH]2)cc(OC)c1 (stereo not given)	9	4	-1%	i	-17%	0%	14%	11%	15%
CCCCNC(=O)c1nc(C2CCN(S(=O)(=O)c3ccccc3C(F)(F)F)CC2)oc1-c1cccc(C(F)(F)F)c1	-2	11	-5%	-23%	?	-5%	8%	0%	14%
COc1ccc(CNC(=O)C(C)NC(=O)c2cc3ccccc3o2)cc1 (stereo not given)	2	17	-15%	-10%	?	?	30%	0%	15%
COc1ccc(C(=O)N2CCN(C(=O)CC(C)C)CC2)cc1OC	5	-6	-22%	i	0%	2%	-6%	0%	-6%
CCOCCCn1c(SCC(=O)Nc2oc(C)c3c(C)n[nH]c(=O)c23)nnc1-c1ccncc1	12	0	2%	-10%	17%	16%	-10%	2%	0%
Cc1ccccc1OCCC(=O)N1CCN(S(=O)(=O)c2ccccc2F)CC1	3	8	-35%	-12%	-9%	-10%	?	?	11%
COc1ccc(NC(=O)Nc2nnc(CC(=O)Nc3ccccc3)s2)cc1	-1	-6	2%	-5%	7%	13%	8%	-2%	-3%
O=C(COC(=O)CCC(=O)c1ccc(F)cc1)Nc1ccc(F)cc1F	5	17	1%	i	13%	6%	18%	4%	3%
O=c1cc(CSc2ccc([N+](=O)[O-])cc2)nc2sccn12	0	8	-4%[7.66 µM]	-7%	0%[7.66 µM]	-17%	15%[9.22 µM]	16µM*	4%
CCCCNC(=S)Nc1cccc(S(=O)(=O)NC2=NCCC2)c1	-4	15	5%	-24%	5%	20%	-13%	1%	7%
CCOC(=O)c1sc(NC(=O)/C=C/c2cnn(CC)c2C)c(C(=O)OCC)c1C	36*	16	9%	13%[57.5 µM]	1%	?	0%	1%	?
COc1ccc([N+](=O)[O-])cc1C(=O)NCCOc1ccc(Cl)cc1	-10	-6	2%	i	16%	-7%	?	3%	12%
OCCN(C=NC1=NN(c2cccc(C(F)(F)F)c2)CC1)CCO	-3	-16	2%	-1%	5%	-3%	?	-17%	0%
Cc1cccc(/C=C/c2onc(C)c2S(=O)(=O)N2CCC(C(=O)N3CCCCC3)CC2)c1	-4&-7	-19	-12%&-2%	-14%&-7%	?	-9%&4%	-2%&-36%	-2%	14%
O=C(Nc1ccccc1Cl)c1cccs1	-1	0	5%	-27%	12%	-11%	?	1%	-15%
O=C(CN1C(=O)S/C(=C\c2ccccc2)C1=O)Nc1cc([N+](=O)[O-])ccc1O	1	-4	-35%	-37%[inhibitor]	-19%	?	20%	2%	-4%
COc1ccc(-c2cc(-c3ccccc3)n3ncnc3n2)cc1	3	0	7%	-1%[57.5 µM]	6%	-3%	?	2%	0%
O=C(N/C(=C/c1ccc([N+](=O)[O-])cc1)C(=O)N1CCOCC1)c1ccco1	6	3	13%	i	5%	-1%	-4%	2%	-1%
Cc1c(C)c2cc(Cl)c(O)c(CN3CCCCC3)c2oc1=O	-3	-15	125%[activator]	i	-5%	0%	12%	1%	-7%
Nc1ccccc1NC1=CC(=O)CC(c2ccco2)C1 (stereo not given)	-2	5	-7%	-16%[57.5 µM]	22%	2%	8%	-2%	2%
O=C(CSc1ccc(Cl)cc1)NNC(=O)c1ccco1	7	-2	3%	i	1%	19%	15%	1%	3%
CN(CC(=O)Nc1cc(C(F)(F)F)ccc1-n1cncn1)Cc1nc2ccccc2c(=O)[nH]1	-4	-11	-2%	i	5%	-16%	12%	0%[1.84 µM]	6%
Cc1nn(-c2ccccc2)c(N2CCCC2)c1/C=C1\N=C(c2ccccc2)OC1=O	6	7	-1%	i	7%	2%	-8%	3%	1%
Cc1sc2ncnc(OCC(=O)NC(C)C)c2c1C	-7	?	0%	-4%[57.5 µM]	11%	-5%	-18%	-11%	-2%
CC(=O)N1CCN(Cc2cc(=O)n3cc(Cl)c(C)c(Cl)c3n2)CC1	1	-1	-7%	i	3%	?	18%	1%	-4%
Cc1cc(C)c2[nH]c(=O)c(C(c3nnnn3CC3CCCO3)N3CCC(C)CC3)cc2c1 (stereo not given)	2	14	4%	i	0%	4.6µM*	1%	7%	9%
O=C(NN1CCOCC1)c1cccc(Br)c1	13	-7	2%	-17%	7%	-6%	-5%	3%	0%
C=CCNC(=S)NS(=O)(=O)c1cccs1	-24	?	-2%	-4%	-7%	8%	-21%	-8%	3%
COC(=O)c1cc(CNC(=O)C(C)NS(=O)(=O)c2ccc(C)c(C)c2)ccc1OC (stereo not given)	11	-6	-2%	-15%	7%	18%	-8%	0%	7%
COc1ccc(NS(=O)(=O)c2ccc(C)c(C(=O)NCc3ccccc3CN3CCCC3)c2)cc1	-3	-17	?	i	3%	0%	-8%	-4%	16%
Cc1ccc(C(=O)Nc2cccnc2N2CCN(C)CC2)cc1	-5	-11	-3%	i	5%	-9%	-10%	-6%	-3%
Cc1ccc(OC(=O)c2ccc3nc(C)sc3c2)cc1	5	4	9%	-32%[inhibitor]	123%[activator]	2%	-6%	-11%	8%
C=C(C)COc1ccc2c(C)c(CC(=O)N3C[C@H]4C[C@@H](C3)c3cccc(=O)n3C4)c(=O)oc2c1	-7	-24	1%	-6%	-7%	14%	4%	4%	-6%
COc1cc(/C=N/N(C)C)ccc1OC(=O)c1cccs1	4	13	0%[0.307 µM]	-27%	-7%[0.307 µM]	6%	?	-16%	9%
O=C1CSC(c2cccc([N+](=O)[O-])c2)N1c1ccccc1 (stereo not given)	-1	13	-8%	-7%	15%	-21%	13%	4%	5%
CC(C)CNS(=O)(=O)c1ccc(OCC(=O)Nc2ccc(F)cc2F)cc1	-4	-24	-1%	-5%	-1%	-12%	16%	4%	-28%
O=C(c1cnccn1)N1CCN(S(=O)(=O)c2ccc3ccccc3c2)CC1	-6	1	-3%	i	2%	-30%	-8%	1%	10%
CCOC(=O)c1[nH]c(C)c(C(=O)NC2CCCCCC2)c1C	9	-3	-16%	i	-2%	-14%	2%	0%	-2%
O=c1oc2ccc3ccccc3c2cc1-c1nnc(Nc2cccc(C(F)(F)F)c2)s1	-15	/	12%	4%	-1%	1%	2%	/	/
O=C(Nc1ccc(Nc2ccccc2)cc1)c1c(F)c(F)c(F)c(F)c1F	0	0	-20%	-39%[inhibitor]	?	?	25%	-10%	0%
Cc1ccc2c(c1)nnn2C1CCN(S(=O)(=O)c2ccc(C(=O)N3CC(C)CC(C)C3)cc2)CC1 (stereo not given)	-1	?	-13%	-31%[inhibitor]	-5%	?	-5%	-4%	-6%
Nc1ccc(C(=O)OCC(=O)N2c3ccccc3Sc3ccccc32)cc1[N+](=O)[O-]	4	-3	-14%	i	0%	6.5µM*	4%	-1%	-2%
OCc1cc(-c2ccccn2)no1	10	13	-3%	-19%	3%	-9%	-8%	-7%	-1%
CCCn1nc(C(=O)NCCc2ccc(S(N)(=O)=O)cc2)c2ccccc2c1=O	-2	-1	7%	-44%[inhibitor]	28%	-2%	-18%	-4%	0%
O=C1C2CCCN2C(=S)N1C1CCCCC1 (stereo not given)	3	12	-1%	i	10%	4%	23%	11%	0%
COC(=O)[C@@]1(Cc2ccc(OC)cc2)[C@H]2c3cc(C(=O)N4CCCC4)n(CCn4cc([N+](=O)[O-])nc4C)c3C[C@H]2CN1C(=O)c1ccccc1	0	0	8%	-23%	27%	22%	25%	6%	5%
Cc1nnnn1/C(=C\c1ccccc1)C(=O)OCC(=O)Nc1ccc(Cl)cc1F	1	-1	?	-39%[inhibitor]	?	-2%	-89%[inhibitor]	-67%[inhibitor]	-17%
CC(C)(C)C1CCC(OCC(O)CN2CCN(Cc3ccccc3)CC2)CC1 (stereo not given)	-7	?	?	-36%[inhibitor]	-49%	4%	-11%	13%	17%
COc1ccc(S(=O)(=O)Nc2cccc(-c3ccc(N4CCCC4)nn3)c2)c(OC)c1	2	/	-5%	i	-3%	0%	7%	/	/
Cc1ccc2nc(/C(C#N)=C/c3cccc(Br)c3)[nH]c2c1	-15	/	79%[activator]	-38%[inhibitor]	?	?	24%	/	/
Cc1cc(F)ccc1NCc1cccnc1	14	-23	-15%	-7%	-11%	15%	3%	-6%	4%
CCOc1ccc(N2C(=O)N(Cc3c(F)cccc3Cl)c3ccccc3S2(=O)=O)cc1	-12	/	-5%	i	1%	-21%	20%[9.22 µM]	/	/
CN1CCN(S(=O)(=O)c2csc(C(N)=O)c2)CC1	1	-20	0%	-9%	16%	?	6%	-7%	-5%
Cc1ccc2ncnc(NCCCN3CCOCC3)c2c1	-8	-8	0%	-10%[57.5 µM]	3%	-28%	-18%	-6%	-6%
CCSC1=N/C(=C\c2cccnc2)C(=O)N1c1ccccc1	-5	7	15%	-8%	?	18µM*	-18%	1%	21%
Fc1ccc(CNC(=S)NC2CCCCC2)cc1	0	-12	?	-34%[inhibitor]	?	-4%	11%	-2%	2%
CCC(=NCCc1c(C)[nH]c2ccc(OC(F)(F)F)cc12)C1=C(O)CC(c2ccccc2)CC1=O (stereo not given)	-11	?	5%[0.307 µM]	-8%	-2%[0.307 µM]	2.9µM*	-43%[inhibitor]	15%	1%
COc1ccc(-c2[nH]c(-c3ccccc3)nc2SCC(=O)Nc2ccc3c(c2)OCO3)cc1	-5	/	?	-35%[inhibitor]	?	-17%	5%	/	/

Whole records as entered above. Screens in order: D3 ag, DRD3 antagonist, HEK293 tox, PTHR1 ag, GLP1R inv ag, KB-V1 cytotox, TDP43 rescue, aSyn yeast inh, GLP1R ag
`Cc1ccc2c(c1)nnn2C1CCN(S(=O)(=O)c2ccc(C(=O)N3CC(C)CC(C)C3)cc2)CC1` (stereo not given) reads -1, ?, -13%, -31%[inhibitor], -5%, ?, -5%, -4%, -6%
`CCOC(=O)c1[nH]c(C)c(C(=O)NC2CCCCCC2)c1C` reads 9, -3, -16%, i, -2%, -14%, 2%, 0%, -2%
